Tb PFK inh – qHTS Assay to Find Inhibitors of T. brucei phosphofructokinase. T. brucei PFK, ADP-Glo luminescence. Potency, µM (titrated, usually from 57.5 µM), for the others: top-dose activity, negative = inhibition, actives largely listed as inhibitors. ATP-dependent 6-phosphofructokinase (Trypanosoma brucei brucei), O15648. hit rate 0.17% among 330,000;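 note: potency is the fitted concentration of half-maximal effect; 0% = uninhibited 1x PFK enzyme wells and -100% = no-enzyme wells; nearly all actives have a fitted effect of over 60% in size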
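PFK 1.25 nM, F6P 0.5 mM, ATP 0.1 mM, 0.1 M TEA pH 8.0, 5 mM MgCl2, 0.01% Tween20, 0.1% BSA; 45 min RT. ADP-Glo readout. qHTS titration up to 57 uM; curves fitted, compounds curve-classed.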
Mito fusion yeast – qHTS Assay for Small Molecule Inhibitors of Mitochondrial Division or Activators of Mitochondrial Fusion. S. cerevisiae fusion-defective mutant growth rescue, CellTiterGlo 48 h. Potency, µM (titrated, usually from 46.1 µM), without a hit: at the top dose growth rescue (activation), hits mostly activators. hit rate 0.23% among 320,000. AID 485298, 2010;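 note: potency is the fitted concentration of half-maximal effect; % of control where 0% means no effect; nearly all actives have a fitted effect of over 45% in size; temperature-sensitive fusion mutants such as fzo1-1 at 37 °C on non-fermentable ethanol glycerol medium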
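Temperature-sensitive fusion-defective S. cerevisiae (e.g. fzo1-1, mgm1-5) were grown with compound in YPEG medium (3% ethanol, 3% glycerol) for 48 hours at 37C. Growth rescue was measured as viability by CellTiterGlo luminescence after 10 minutes at ambient.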
Chronic BCR inh – qHTS Assay to Find Inhibitors of Chronic Active B-Cell Receptor Signaling; ABC-DLBCL IkBa-CBG/CBR reporter, luminescence ratio, 4 h; Potency, µM (top dose mostly 46.1 µM), without a hit: at the top dose ratio change, negative = lower green/red ratio, actives largely listed as inhibitors; hit rate 0.05% among 340,000; AID 493014, 2011; active = well fitted inhibition curve with a large enough effect in the signal ratio, with a control signal flat, not every such curve was filed as active; inconclusive = small, poorly fitted or top-dose-only effect, or effect the other way, or a change in a side signal; the % refers to the signal ratio;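 note: potency is the fitted concentration of half-maximal effect; plate controls were basal doxycycline-induced cells for no effect and cells given 10 µM MG132 for full effect; MG132 reads +100%, hits lower the ratio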
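Compounds up to 46 uM were incubated four hours with TMD8 cells whose green CBG68 luciferase is fused to IkappaBalpha; red CBR luminescence normalised the signal, and concentration-effect curves were fitted to fusion, red and ratio data.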
uPA generation – qHTS for Inhibitors of Cell Surface uPA Generation; cell surface uPA generation assay, qHTS; Potency, µM (top dose mostly 38.3 µM), without a hit: top-dose activity change, negative = inhibition, hits mostly inhibitors; hit rate 0.31% among 330,000; active = well fitted inhibition curve with a large enough effect; inconclusive = small, poorly fitted or top-dose-only effect; inactive = no such curve, though single readings can be large or run the other way; tested in mouse RAW 264.7 cells; note: potency is the fitted concentration of half-maximal effect; % is set by controls: 0 for no effect and ±100 for the full control effect; nearly all actives have a fitted effect of over 55% in size
USP2a inh – qHTS Assay for Inhibitors of Ubiquitin-specific Protease USP2a Using CHOP2 as the Reporter | Ubiquitin carboxyl-terminal hydrolase 2 (Homo sapiens), O75604 | USP2 core, Ub-CHOP2 coupled fluorogenic reporter, 485/531 | Potency, µM (top dose mostly 38.3 µM), for the others: at the top dose activity change, negative = inhibition, actives largely listed as inhibitors | hit rate 0.01% among 330,000 | AID 463254, 2010;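 note: potency is the fitted concentration of half-maximal effect; plate controls were DMSO wells for no effect and full inhibition by NEM control for full effect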
Target sequence (O75604 whole entry, looked up): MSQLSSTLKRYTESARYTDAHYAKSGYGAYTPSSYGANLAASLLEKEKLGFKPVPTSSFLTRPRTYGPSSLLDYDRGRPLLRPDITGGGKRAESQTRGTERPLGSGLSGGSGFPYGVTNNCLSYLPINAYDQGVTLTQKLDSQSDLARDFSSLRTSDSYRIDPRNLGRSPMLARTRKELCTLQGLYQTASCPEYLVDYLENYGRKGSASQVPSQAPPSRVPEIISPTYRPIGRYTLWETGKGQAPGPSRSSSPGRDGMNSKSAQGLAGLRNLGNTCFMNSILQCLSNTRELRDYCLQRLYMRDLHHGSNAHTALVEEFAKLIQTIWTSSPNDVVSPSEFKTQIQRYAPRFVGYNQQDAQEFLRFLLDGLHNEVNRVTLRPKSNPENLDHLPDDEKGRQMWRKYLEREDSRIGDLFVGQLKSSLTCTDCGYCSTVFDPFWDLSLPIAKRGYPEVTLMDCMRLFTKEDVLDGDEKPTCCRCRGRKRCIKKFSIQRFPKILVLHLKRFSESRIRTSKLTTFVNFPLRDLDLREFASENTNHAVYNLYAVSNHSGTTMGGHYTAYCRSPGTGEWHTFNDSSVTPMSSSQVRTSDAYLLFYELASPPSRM
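Deubiquitinase activity read as fluorescence (485/531 nm) after Ub-CHOP2 cleavage activates the enterokinase reporter on its substrate; USP2 core 10nM, Ub-CHOP2 and substrate 25nM each, 30min compound preincubation then 60min RT; data normalized to NEM, curves fitted.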
TCR act – Activators of T cell receptors: qHTS campaign; primary human leukocytes, anti-CD3, IL-2 HTRF, 48 h; Potency, µM (top dose mostly 9.22 µM), for the others: at the highest dose activation of IL-2 secretion, most hits filed as activators; 330,000 tested, under 10 active; AID 504894, 2011; note: % of control where 0% means no effect
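HTRF read-out of IL-2 secretion: europium cryptate donor excited at 320nm, d2 acceptor emission at 665nm. Cells were primary human leukocytes incubated 48 hr with compounds and a-CD3 beads, supplying TCR signal only.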
TSHR antagonist – Antagonists of the Thyroid Stimulating Hormone Receptor: HTS campaign; Thyrotropin receptor (Homo sapiens), P16473; TSHR-expressing cells, TSH-stimulated cAMP HTRF, 2 h; active compounds read low; activity change, negative = inhibition, % at 11.5 µM; hit rate 0.2% among 330,000; AID 504810, 2011;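 active = activity change below a set negative limit, meaning inhibition stronger than a set level, cut at about -70% in these data; inconclusive = activity change between two set negative limits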; note: % is set by controls: 0 for no effect and ±100 for the full control effect
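TSHR-expressing cells, 200/well, pre-treated with compound, then stimulated with EC80 TSH (4nM final) for 2 hours at 37 deg C. cAMP measured by competitive HTRF: anti-cAMP cryptate antibody in lysis buffer plus cAMP-d2, read after 30 minutes at room temperature.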
TSG101-PTAP inh – qHTS Assay for Iinhibitors of HIV-1 Budding by Blocking the Interaction of PTAP/TSG101 | Fluorescence polarization, FITC-PTAP peptide / Tsg101 binding | Potency, µM (series often up to 115 µM), without a hit: at the highest dose activity change, negative = inhibition, hits mostly inhibitors | 340,000 tested, under 10 active | AID 493005, 2010; active = well fitted inhibition curve with a large enough effect in the main read-out, with a control signal flat, not every such curve was filed as active; inconclusive = small, poorly fitted or top-dose-only effect, or effect the other way, or a change in a side signal; inactive = no such curve, though single readings can be large or run the other way; note: potency is the fitted concentration of half-maximal effect; % of control where 0% means no effect
Target sequence (Q99816 whole entry, looked up): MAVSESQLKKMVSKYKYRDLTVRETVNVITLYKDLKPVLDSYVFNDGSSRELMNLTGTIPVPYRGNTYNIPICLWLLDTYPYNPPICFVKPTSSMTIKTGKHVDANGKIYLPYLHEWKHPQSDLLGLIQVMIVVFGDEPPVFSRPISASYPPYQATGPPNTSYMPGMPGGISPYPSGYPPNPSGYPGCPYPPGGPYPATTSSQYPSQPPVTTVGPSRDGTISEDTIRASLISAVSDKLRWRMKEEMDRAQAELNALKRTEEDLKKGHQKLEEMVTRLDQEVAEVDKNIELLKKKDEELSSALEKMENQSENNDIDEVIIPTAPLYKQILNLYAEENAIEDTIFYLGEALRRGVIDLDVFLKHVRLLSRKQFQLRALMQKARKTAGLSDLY
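Fluorescence polarization binding of Tsg101 binding domain (10 uM final) to FITC-labeled PTAP peptide (50 nM final) in HEPES pH 7.5 buffer with NaCl, Tween 20, EDTA, TCEP. Compounds added before peptide; binding 20 min at RT.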
Eya2 inh – qHTS Assay for Inhibitors of the Phosphatase Activity of Eya2; Protein phosphatase EYA2 (Homo sapiens), O00167; Potency, µM (series often up to 76.9 µM), without a hit: at the highest dose activity, negative = inhibition, hits mostly inhibitors; AID 488837, 2010; hit rate 0.006% among 330,000; recombinant Eya2, OMFP fluorescence dephosphorylation (OMFP is methylfluorescein phosphate); note: potency is the fitted concentration of half-maximal effect; % is set by controls: 0 for no effect and ±100 for the full control effect
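Eya2 (0.2 uM) preincubated 10 min at ambient with compound, then OMFP substrate added at 50 uM; 10 min reaction in 50 mM HEPES pH 7.5, 50 mM NaCl, 5 uM MgCl2, 0.05% BSA, 1 mM DTT. Fluorescence read at Ex 485/Em 525 nm.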
ELG1 DNA repair – qHTS screen for small molecules that inhibit ELG1-dependent DNA repair in human embryonic kidney (HEK293T) cells expressing luciferase-tagged ELG1; HEK293T ELG1-luciferase reporter, luminescence, 16 h; DNA damage induced by 5-fluorouridine; Potency, µM (titrated, usually from 46.1 µM), for the others: at the highest dose activity change, negative = inhibition, hits mostly inhibitors; hit rate 2.3% among 330,000; AID 504467, 2011; note: potency is the fitted concentration of half-maximal effect; % is set by controls: 0 for no effect and ±100 for the full control effect; nearly all actives have a fitted effect of over 55% in size
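HEK293T cells expressing luciferase-tagged ELG1 (2,000/well) received 5-Fluorouridine plus compound or DMSO for 16 hr at 37 °C. Luciferase was read by ONE-Glo luminescence after 30 min at room temperature.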
B2AR arrestin – qHTS assay of beta-arrestin-biased ligands of beta2-adrenergic receptor | Beta-2 adrenergic receptor (Homo sapiens), P07550 | beta-arrestin recruitment to beta2AR, cell-based reporter | Potency, µM (doses to about 46.1 µM), for the others: at the highest dose activation, usual class: activators | hit rate 0.02% among 330,000;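 note: potency is the fitted concentration of half-maximal effect; 0% = DMSO controls and full agonism = EC100 isoproterenol or metaproterenol; nearly all actives have a fitted effect of over 65% in size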
Active calls of the source: *; ? = inconclusive; · = no result given; [ ] = remark or other dose. Unless noted, calls come from the whole dose curve; as a rule, active = well fitted curve in the direction sought with a large enough effect; inconclusive = small, poorly fitted or top-dose-only effect, or another doubt; inactive = no such curve, though single readings can be large; an effect the other way counts as inactive or inconclusive.

SMILES	Tb PFK inh	Mito fusion yeast	Chronic BCR inh	uPA generation	USP2a inh	TCR act	TSHR antagonist	TSG101-PTAP inh	Eya2 inh	ELG1 DNA repair	B2AR arrestin
COc1ccc(/C=N/NC(=O)c2ccncc2)cc1CSc1nc2ccccc2s1	3%	18%	?	22%	-9%	-4%[46.1 µM]	-2	0%	-9%	?	9.7%
CCCOc1c(Br)cc(C(=O)OCC(=O)NC(=O)c2cccn2C)cc1OC	-6%	3%	-6%	18%	1%	4%	-13	-6%	13%	8%	0.2%
CC1CN(C(=O)CSc2nc(-c3ccc(F)cc3)cs2)CC(C)O1 (configuration not stated)	-1%	4%	?	2%	-2%	-3%	0	0%	-10%	8%	0.3%
COc1ccc(-c2noc(CCC(=O)NCCCN3CCC(C)CC3)n2)cc1	1%	-3%	14%	4%	0%	-3%	4	1%	-1%	16%	-0.1%
FC(F)(F)c1ccnc(Oc2ccc(C3=NCCS3)cc2)c1	0%	-2%	?	-10%	-5%	14%	5	-2%	1%	?	0.1%
NC(=O)NCC1CC1	-3%	-5%	0%	10%	-1%	10%	0	2%	5%	10%	0.4%
O=C1CCN(Cc2ccccc2)CCN1[C@H](COc1ccccc1)Cc1ccccc1	0%	-4%	-8%	3%	4%	5%	-15	-5%	-3%	-7%	0.6%
O=C(COc1ccc(Cl)cc1)Nc1c(-c2cccs2)nc2ccccn12	6%	-11%	0%	-2%	5%	-1%[46.1 µM]	0	-5%	7%	-1%	5.1%
CC(C)Oc1ccc(C(CC(=O)O)NC(=O)CSc2ncn[nH]2)cc1 (configuration not stated)	1%	2%	-17%	-1%	1%	-1%	-21	2%	-2%	12%	-0.6%
COc1ccc(NC(=O)N2CCCCCC2)cc1OC	2%	1%	0%	-3%	1%	-1%	4	-4%	-9%	10%	0.1%
c1ccc(CCn2nnnc2C(c2cccnc2)N2CCOCC2)cc1 (configuration not stated)	0%	-5%	-4%	1%	-1%	·	1	1%	14%	-7%	-0.1%
CN1CCN(C(=O)CCc2ncc(C(F)(F)F)cc2Cl)CC1	-4%	0%[9.22 µM]	0%	0%	1%	-2%	-1	-6%	16%	12%	-0.1%
O=C(CCC1CCCCC1)NCCN1C2=NC[C@H](Cc3ccccc3)N2C[C@H]1Cc1ccc(O)cc1	1%	-1%	3%	1%	-1%	0%	-6	-6%	15%	0%	-0.4%
O=C(Nc1ccccc1C(=O)N1CCCCC1)c1cc(F)c(F)cc1Cl	-8%	0%	0%	-4%	3%	3%	8	-3%	9%	18%	-0.7%
CSc1nc(NCCCN(C)C)c2c3c(sc2n1)CN(C)CC3	-7%	-1%	-6%	·	-4%	·	3	·	1%	-5%	0.0%
Cc1cccc(S(=O)(=O)NCCC(=O)OCC(=O)Nc2ccc(C#N)cc2)c1	0%	0%	3%	2%	-1%	1%[46.1 µM]	1	3%	-4%	2%	-0.4%
COc1ccc(OC)c(/C=C(\NC(=O)c2ccccc2)C(=O)N/N=C/c2ccc(C)s2)c1	4%	0%	2%	-5%	-1%	1%	-6	4%	-18%	-12%	0.2%
COC(=O)c1ccccc1NC(=S)NC(=O)COc1ccc(C(C)C)cc1	-1%	-1%	?	2%	4%	-2%[46.1 µM]	12	-1%	2%	-2%	-1.0%
CCOC(=O)N1CCN(C(=O)c2ccccc2NC(=O)COc2ccccc2C)CC1	1%	-1%	-26%	-10%	-2%	9%	-6	-8%	6%	?	0.1%
COc1ccc(C(=O)Nc2ncc(C)s2)cc1S(=O)(=O)N1CCCC1	-1%	13%	?	2%	1%	9%	-14	0%	-2%	6%	-0.4%
COCCCN(Cc1ccccn1)S(=O)(=O)Cc1ccccc1	1%	-2%	-2%	13%	0%	1%[46.1 µM]	0	-4%	-1%	17%	-0.4%
CCC(C)n1c(SCc2ccc([N+](=O)[O-])cc2)nc2ccsc2c1=O (configuration not stated)	0%	29%	?	7%	4%	-2%[46.1 µM]	-17	0%	-15%	?	-0.3%
COc1ccc(NC(=O)CN(C)C(=O)c2c(C)nn(-c3ccccc3)c2Cl)cc1	0%	4%	-6%	5%	3%	0%	0	-7%	3%	1%	0.1%
Cc1nc(NS(=O)(=O)c2cccc([N+](=O)[O-])c2)sc1C(C)(C)C	0%	-2%	0%	1%	-1%	-2%	-17	-4%	-10%	-5%	0.0%
Cc1ccc(C2(c3noc(CN(C)CCCN4CCOCC4)n3)CCCC2)cc1	3%	0%	17%	·	2%	·	-8	·	2%	11%	0.2%
COc1ccc(-c2nn3c(=O)c(C)nnc3s2)cc1	-1%	-9%	5%	-5%	-2%	2%	-7	-1%	0%	?	-0.6%
COc1ccc(S(=O)(=O)N2CCCCC2C(=O)O)cc1OC (configuration not stated)	-1%	2%	-17%	3%	-8%	4%	-6	-5%	-4%	-1%	-0.2%
CC(=O)Nc1ccc(S(=O)(=O)N(C)C2CCN(C)CC2)cc1	-5%	0%	1%	0%	1%	4%	5	0%	3%	-2%	-0.5%
CCc1ccc(-c2c(C)sc(NC(=O)C3CCC3)c2C#N)cc1	0%	8%	2%	2%	3%	-1%[46.1 µM]	9	-3%	4%	10%	-0.3%
Cc1c(N/C(=N/S(=O)(=O)c2ccc(F)cc2)c2ccccc2)c(=O)n(-c2ccccc2)n1C	-2%	5%	9%	-2%	2%	5%	7	0%	6%	1%	-0.3%
COc1cc(CNc2nc3ccccc3s2)cc(OC)c1OC	1%	-11%	?	5%	-2%	-2%	-3	-2%	14%	-12%	-0.4%
O=C(c1cc(-c2ccncc2)nc2ccccc12)N1CCN(c2ccc(N3CCOCC3)nn2)CC1	1%	0%	-4%	3%	1%	·	-1	·	-14%	-24%	-0.9%
c1ccc(NC2=NCCN2CC2CCCCC2)cc1	0%	5%	0%	-10%	1%	8%	4	-1%	-13%	-2%	0.4%
CCc1ccc2oc(=O)cc(CN3CCN(Cc4ccccc4)CC3)c2c1	1%	19%	2%	12%	4%	-1%	4	-4%	-6%	1%	0.1%
Nc1nonc1-n1nnc(C(=O)N/N=C/c2cccnc2)c1CSc1ccccc1	-8%	-10%	10%	-2%	1%	-5%	1	-4%	1%	-2%	-1.0%
COc1ccc(NC(=O)CN(C)C(=O)c2ccc3[nH]c4c(c3c2)CC(C)CC4)cc1 (configuration not stated)	0%	15%	?	-4%	-1%	0%	10	-7%	-17%	?	-1.7%
Cc1cc(C)cc(N(CCC#N)C(=O)COC(=O)CCc2c[nH]c3ccccc23)c1	-6%	-3%	-1%	-1%	1%	7%	-6	-2%	-10%	-5%	0.1%
CC1CC(C)CN(CCCNC(=O)C2CCN(S(=O)(=O)N3CCCCC3)CC2)C1 (configuration not stated)	-6%	2%	0%	-3%	-2%	-2%	14	-11%	-6%	0%	-0.4%
CCOC(=O)c1ccc(P(=O)(c2ccccc2)c2ccccc2)cc1	0%	8%	0%	-2%	0%	11%	44	-1%	5%	?	-0.5%
CCn1c(CN2CCOCC2)nnc1SCC(=O)Nc1ccc(C(C)=O)cc1	0%	0%	6%	3%	?	4%	-13	0%	0%	6%	0.7%
Cc1ccc(F)cc1NC(=O)CCc1c(C)[nH]c(=O)c(C#N)c1C	-3%	-7%	-5%	2%	-1%	7%	3	-5%	-7%	16%	-0.3%
COc1ccc(/C=C(\C#N)C(=O)NC2CCS(=O)(=O)C2)cc1OC (configuration not stated)	-2%	-6%	-7%	-1%	1%	3%[46.1 µM]	-11	-1%	-6%	22%	0.0%
CC(C)(C)c1cc(P(=O)(c2ccccc2)c2ccccc2)ccc1O	0%	-11%	-8%	2%	-2%	9%	-19	0%	2%	3%	-1.1%
Cc1c(N(C)C(=O)c2ccc3c(c2)OCO3)c(=O)n(-c2ccccc2)n1C	-1%	-2%	-1%	·	-1%	7%[46.1 µM]	-5	-7%	-1%	?	-0.5%

Assay outcomes as filed in PubChem.
